# Compound activity from PubChem BioAssay.
# Rtt109 Vps75: inhibitors of Candida albicans Rtt109/Vps75 histone acetyltransferase; Q5AAJ8; purified Rtt109/Vps75, ThioGlo CoA-SH fluorescence, 4 h; inhibition, % at 34.9 µM; 330,000 compounds, 0.16% hits;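 active means inhibition of at least 50% in every replicate; inconclusive means best replicate reaches 50% inhibition but some replicates fall short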
# Target sequence (Q5AAJ8 whole entry, looked up): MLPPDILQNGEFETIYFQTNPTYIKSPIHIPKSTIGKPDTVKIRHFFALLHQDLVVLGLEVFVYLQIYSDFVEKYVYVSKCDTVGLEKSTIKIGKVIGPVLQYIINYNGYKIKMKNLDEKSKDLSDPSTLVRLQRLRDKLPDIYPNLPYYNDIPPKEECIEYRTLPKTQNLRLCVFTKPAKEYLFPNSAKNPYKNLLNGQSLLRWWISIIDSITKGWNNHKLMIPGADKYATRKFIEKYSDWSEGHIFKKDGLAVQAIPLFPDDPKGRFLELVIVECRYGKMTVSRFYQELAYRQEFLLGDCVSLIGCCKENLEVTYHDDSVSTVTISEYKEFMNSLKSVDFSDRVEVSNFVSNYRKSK
# SR-BI DiI inh: blocks mouse SR-BI lipid uptake from DiI-HDL. Q61009. ldlA[mSR-BI] CHO cells, DiI-HDL uptake fluorescence, 3 h. inhibition, % at 12.5 µM. 320,000 compounds, 0.96% hits;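 active means mean replicate inhibition of at least 70% and a set share of replicates each scoring 70 or more; inconclusive means meets just one of the two criteria; inactive means fails both criteria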;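 further: 0% = median of neutral control wells and 100% = median of positive control wells; values of inactives mirror those of a sister screen read the other way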
# HTR5A ag ctr: activates human HTR5A in OPRM1-OPRD1 agonist counter-screen. AID 504692. activation, % at 9.3 µM. 340,000 compounds, 0.61% hits. HTR5A agonist assay, luminescence, cell-based. P47898; in the data active means activation mostly above about 9.5%, no sharp cut-off; inactive means mostly below about 7.6%;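 further: 0% = cells with vehicle only and 100% = reference agonist; strong numbers were not always called active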
# PvdQ acylase: blocks Pseudomonas aeruginosa PvdQ acylase activity | purified PvdQ acylase, fluorescence plate reader | inhibition, % at 10 µM | 340,000 compounds, 0.063% hits; in the data active means inhibition above about 30%, passing the limit was not always enough; inconclusive means no clear call, values can overlap the other calls;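 further: 0% = vehicle neutral wells and 100% = reference inhibitor wells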
# MITF TRPM1 HTS: MITF TRPM1 promoter activation in melanoma cells | AID 588334 | activation, % at 12.5 µM | 300,000 compounds, 0.75% hits | SK-MEL-5 TRPM1-promoter luciferase, 24 h; % of positive control, neutral wells = 0;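 active means mean activation of at least 80% with every replicate also reaching 80%; inconclusive means mean reaches 80% but some replicate falls short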;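 further: 0% = neutral control wells and 100% = parthenolide positive control wells; values of inactives mirror those of a sister screen read the other way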
# SR-BI uptake up: activators of SR-BI mediated HDL lipid uptake; activation, % at 12.5 µM; 320,000 compounds, 0.096% hits; CHO ldlA[mSR-BI] cells, DiI-HDL uptake fluorescence, 3 h; 100 = double the neutral-control signal; AID 504775;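 active means mean replicate activation of at least 60% and every replicate at or above 60%; inconclusive means mean or all-replicate condition met, but not both; inactive means mean below 60% and not all replicates reaching 60%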;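 further: 0% = median plate neutral-control signal and 100% = twice that signal; values of inactives mirror those of a sister screen read the other way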
#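 System: CHO ldlA[mSR-BI] cells / Medium: HEPES-buffered (25 mM, pH 7.4) F12 plus 0.5% BSA / Probe or stimulus: labelled HDL, 10 µg/mL / Doses: single compound concentration, delivered by pin transfer / Schedule: 3 h, 37 °C / Measured by: DiI fluorescence, bottom read / Measure: cell-associated DiI fluorescence as measure of HDL uptake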
# RTF Ca sens act: increases calcium sensitivity of human cardiac regulated thin filaments | P19429+P45379 | IANBD-labeled TnC RTF fluorescence at EC20 calcium; 0% EC20 calcium, 100% full calcium | activation, % at 7.2 µM | 340,000 compounds, 0.24% hits | AID 493008;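 active means activation above the mean over all tested compounds plus 3 SD, cut at about 30% in these data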;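 further: rise in fluorescence read as greater calcium sensitivity of cardiac thin filaments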
# CDK5 p35 inh: CDK5/p35 (human) kinase inhibition; Q00535+Q15078; Recombinant CDK5/p35, ADP-Glo luminescence, 60 min; inhibition, % at 10 µM; 330,000 compounds, 0.01% hits; AID 488839;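 active means highest replicate inhibition of at least 50% and at least 75% of replicates reaching 50%; inconclusive means only one of the two criteria met; inactive means both criteria failed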;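 further: plate controls were DMSO neutral control for no effect and GW8510 at 10 µM for full effect; many of its hits are not listed in these tables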
# Target sequence (Q00535 whole entry, looked up): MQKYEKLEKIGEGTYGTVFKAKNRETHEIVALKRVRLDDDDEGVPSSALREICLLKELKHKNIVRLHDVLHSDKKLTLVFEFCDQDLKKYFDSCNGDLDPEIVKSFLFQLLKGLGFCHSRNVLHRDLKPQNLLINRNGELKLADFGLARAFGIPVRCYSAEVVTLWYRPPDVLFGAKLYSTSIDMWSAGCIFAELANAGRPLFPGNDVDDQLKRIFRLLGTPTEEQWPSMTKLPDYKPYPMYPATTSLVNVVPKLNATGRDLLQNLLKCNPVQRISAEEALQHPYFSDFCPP
# Target sequence (Q15078 whole entry, looked up): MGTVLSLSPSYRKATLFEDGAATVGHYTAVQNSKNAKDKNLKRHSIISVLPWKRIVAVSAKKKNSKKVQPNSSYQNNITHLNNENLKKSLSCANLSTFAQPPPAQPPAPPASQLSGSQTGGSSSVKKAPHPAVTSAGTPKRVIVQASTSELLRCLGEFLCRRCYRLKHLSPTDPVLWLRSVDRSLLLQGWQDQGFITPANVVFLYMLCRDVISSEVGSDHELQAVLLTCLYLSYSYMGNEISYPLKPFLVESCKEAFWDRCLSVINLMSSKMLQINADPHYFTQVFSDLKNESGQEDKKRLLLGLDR
# dFosB act: enhances mouse delta FosB homodimer DNA binding. P13346. purified delta FosB, TAMRA-CDK5 oligo fluorescence polarization; percent of positive-control signal above neutral wells. activation, % at 25 µM. 340,000 compounds, 0.99% hits;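 active means mean activation above about 17%, with every replicate also reaching it, limit read from the data, passing the limit was not always enough; inconclusive means only one of the two conditions met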;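 further: fluorescence polarization rise as delta FosB binds a TAMRA Cdk5 AP-1 oligo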
# Wnt act: Wnt/beta-catenin pathway activation; activation, % at 9.35 µM; Wnt/beta-catenin reporter cell assay, activator, plate reader; AID 743398; 300,000 compounds, 1.2% hits; in the data active means activation above about 30%, passing the limit was not always enough; inconclusive means no clear call, values can overlap the other calls;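 further: 0% = neutral control wells and 100% = positive control wells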
# * = called active by the depositor; i = inactive; ? = inconclusive; . = no result given.
SMILES,Rtt109 Vps75,SR-BI DiI inh,HTR5A ag ctr,PvdQ acylase,MITF TRPM1 HTS,SR-BI uptake up,RTF Ca sens act,CDK5 p35 inh,dFosB act,Wnt act
Nc1nc(NCc2ccccc2)nc(Nc2cccc(F)c2)c1[N+](=O)[O-],2,4,0,0,0,-4,0,0.2,-3,.
COCCNC(=O)c1cccc(OC2CCN(Cc3cccc(SC)c3)CC2)c1,7,1,9,10,2,-1,-1,-0.9,-9,11
Cc1cnc(NC(=O)C2(c3ccccc3)CC2)s1,4,-11,-2,-15,10,11,6,1.6,3,-2
O=C(N/N=C/c1c[nH]c2ccccc12)C1CC(=O)N(c2ccccc2)C1 (configuration not stated),1,6,-1,-8,-20,-6,-2,0.0,-10,-1
CCN(CC)S(=O)(=O)c1cccc(C(=O)Nc2sc3c(c2C(N)=O)CCCC3)c1,9,59,-2,-4,-1,-59,-3,-0.7,0,.
O=[N+]([O-])c1ccc(Nc2ccccc2)c2nonc12,6,-16,-5,1,0,16,-6,0.1,-9,2
CCOc1ccc(CCNC(=O)c2cccc(C#N)c2)cc1OCC,1,24,-5,5,-9,-24,3,-0.8,3,-1
O=C(Nc1ccc(F)c(Cl)c1)C1CCN(c2ncnc3c2nc2n3CCCCC2)CC1,2,57,0,-5,-24,-57,-3,-0.6,-3,-3
O=C(O)C1CCc2nc(NCc3ccccc3)nc(NCc3ccccc3)c2C1 (configuration not stated),6,-8,1,-9,-5,8,0,0.8,-8,2
Cc1nn(C)c(C)c1NC(=O)COc1ccc(Cl)cc1Br,4,20,9,-8,-18,-20,4,0.2,-3,-5
Cc1ccsc1C(=O)N[C@@H](C)c1nnc2ccccn12,-1,-10,1,-11,-5,10,15,0.5,1,0
CC(/C=N/NC(=O)c1cc(-c2cccs2)[nH]n1)=C\c1ccccc1,-2,-12,3,-4,-2,12,-7,0.3,?,-1
CC(C)=CC(=O)Nc1ccc2c(c1)OCO2,6,-22,1,1,45,22,2,4.4,-1,.
COc1cc(C(=O)OCC(=O)Nc2cc(-c3cc(C)c(C)cc3C)nn2-c2ccccc2)cc(OC)c1OC,-6,-14,2,-5,-11,14,3,-0.8,-3,.
O=C(CN(Cc1ccccc1)S(=O)(=O)c1ccc(F)cc1)NCc1ccccn1,12,-13,-1,5,-5,13,-2,-0.7,-4,1
COc1ccc2[nH]c(=O)c(C(=O)O)cc2c1,-78,-14,-4,-15,1,14,5,-0.3,-11,0
CCn1c(SCC(=O)NC2CC2)nnc1-c1cccs1,1,-6,10,-5,0,6,-2,-1.0,-5,1
CC(Oc1ccc(C#N)cc1)C(=O)NC1CCCC1 (configuration not stated),1,-10,-1,-5,6,10,-4,-3.2,-8,-2
Cc1c(CCC(=O)NCCCN2CCCC2=O)c(=O)oc2cc(O)ccc12,i,-24,4,-5,1,24,-8,-1.4,-2,-1
Cc1ccc(C(=O)COC(=O)C2CC3CCCC(C2)C3=O)cc1[N+](=O)[O-] (configuration not stated),4,0,-1,-1,2,0,4,1.0,-11,-3
CC1CCCC(C)N1S(=O)(=O)c1ccc(NC(=O)CCN2C(=O)C3CC=CCC3C2=O)cc1 (configuration not stated),4,-11,2,14,-1,11,-5,0.8,-3,1
COCCOC(=O)c1sc2nc[nH]c(=O)c2c1C,3,-5,-2,-10,2,5,2,-0.1,-11,0
COC(=O)c1ccccc1NC(=O)CCS(=O)(=O)c1cc2c(cc1C)NC(=O)CO2,0,-5,-1,-5,2,5,0,-3.9,-6,2
COc1ccc(-c2noc(CCc3ccccc3)n2)cc1,-2,1,1,3,50,13,-2,1.6,5,5
CCOc1ccc(C(C)=O)cc1CSc1nnc(N)s1,4,24,4,-4,-6,-24,5,-0.1,-8,-1
# Later entries:
SMILES,Rtt109 Vps75,SR-BI DiI inh,HTR5A ag ctr,PvdQ acylase,MITF TRPM1 HTS,SR-BI uptake up,RTF Ca sens act,CDK5 p35 inh,dFosB act,Wnt act
Cn1cnnc1SCC(=O)c1ccc(O)c(O)c1,-1,-9,3,-9,17,9,0,-0.6,-5,2
Cc1ccc(C(=O)C(C)OC(=O)c2n[nH]c(=O)c3ccccc23)cc1 (configuration not stated),1,-10,4,-16,2,10,-1,0.4,-16,0
CCCc1ccc(C2C3=C(CC(C)(C)CC3=O)NC3=C2C(=O)c2ccccc23)cc1 (configuration not stated),6,16,1,-4,-4,-16,-31,-3.5,-16,-5
C=CCNC(=O)CN1CCC(NC(=O)c2ccco2)CC1,.,-11,-3,8,1,11,-3,-1.0,-7,1
CN1C(=O)C2(C(C#N)=C(N)N(c3cc(Cl)cc(Cl)c3)C3=C2C(=O)CC(C)(C)C3)c2ccccc21 (configuration not stated),-1,-33,2,3,-34,33,-5,-0.4,-2,.
COc1ccc(C(=O)/C=C/N(C)C)cc1,11,-7,-1,-13,.,7,-1,-1.6,2,66*
COCCn1c(=O)[nH]c2cc(C(=O)N3CCN(c4ccccc4OC)CC3)ccc2c1=O,15,-21,-3,12,-15,21,0,-1.1,-3,.
Cc1cc(C)nc(SCC(=O)Nc2nccs2)n1,-5,.,-4,-11,-16,.,2,-0.5,2,0
Cc1cc(C)c(C(=O)Nc2ccc(S(=O)(=O)Nc3ccccn3)cc2)c(C)c1,-1,.,2,3,7,.,-2,-0.3,-14,-1
O=C(O)Cn1c(-c2ccccc2)nc2ccccc21,-12,-12,-3,11,-4,12,1,-0.1,3,5
O=c1[nH]c(CN2CCN(c3ccc(F)cc3)CC2)nc2ccccc12,3,-21,-3,-8,0,21,3,-0.3,8,.
Cc1cccc(-c2nnc(SCC#N)n2-c2ccccc2)c1,-3,-3,-3,4,2,3,2,-0.6,-4,-1
C/C(N)=C(/C#N)C(=O)COC(=O)C1CSC2(c3ccc(F)cc3)CCC(=O)N12 (configuration not stated),-3,3,1,-2,-5,-3,-2,-0.6,-19,0
CC(C)(C)S(=O)N1Cc2cc(=O)n(Cc3ccccc3)c(CCO)c2[C@H]1CCO (some centres not stated),4,16,0,-8,3,-16,2,0.3,-10,0
CC(C)(C)NC(=O)Nc1nnc(SCC(=O)NC2CCCCC2)s1,-1,3,3,-6,25,-3,-12,0.1,7,7
COC(=O)[C@@H]1[C@@H](C)OC(=O)N[C@H]1c1ccccc1,-2,33,5,-16,-4,-33,12,0.1,1,1
CC(=O)NC(CCS(C)(=O)=O)C(=O)Nc1cccc(Cl)c1Cl (configuration not stated),0,7,-2,3,-6,-7,-3,1.7,0,-1
COc1ccc(NC(=O)C(Cc2ccccc2)n2cccc2)c(OC)c1 (configuration not stated),10,40,-3,-8,-3,-40,-7,-0.8,-7,-4
CC(C)(C)n1nnnc1CN1C2CCC1CC(NC(=O)Nc1ccccc1)C2 (configuration not stated),-6,-18,3,-4,-5,18,-4,.,-8,.
O=C(N/N=C/c1cccc(OC(=O)c2cccc(Br)c2)c1)c1ccncc1,19,14,3,4,-9,-14,0,-1.4,14,0
CON(C)c1nc(OCCNC(=O)COc2ccc(Cl)cc2C)nc(N(C)C)n1,6,39,-1,-13,5,-39,11,1.0,-9,-3
OCCC1CN(Cc2cccc(O)c2)CCN1CCc1ccccc1 (configuration not stated),20,-9,4,13,-9,9,-3,1.3,-10,4
Fc1ccc(/C=N/NC(=S)Nc2ccc(Cl)cc2)cc1F,1,-10,-2,-1,14,10,-4,-0.9,0,24
c1ccc2c(c1)ccc1nnc(SCc3ccc4c(c3)OCCO4)n12,5,-13,15,-6,13,13,-1,0.2,-19,9
Cc1ccc(/C=N/NC(=O)c2nnn(-c3nonc3N)c2C(C)C)s1,11,33,2,-10,11,-33,5,-0.5,-6,4
# (continued)
SMILES,Rtt109 Vps75,SR-BI DiI inh,HTR5A ag ctr,PvdQ acylase,MITF TRPM1 HTS,SR-BI uptake up,RTF Ca sens act,CDK5 p35 inh,dFosB act,Wnt act
CCOC(=O)NC(Nc1nnc(C)s1)(C(=O)OCC)C(F)(F)F (configuration not stated),-5,-12,2,-18,9,12,1,2.0,-8,.
Cc1ccc(NCc2ccc(Cl)nc2)c(NCc2ccc(Cl)nc2)c1,18,13,0,-10,-8,-13,-1,-1.7,-4,0
Cc1noc(C)c1C(=O)Nc1sc2c(c1C(N)=O)CCC2,-5,67,2,-5,9,-67,-2,-1.3,-10,.
CCOc1ncccc1C(=O)OCC(=O)NC1CCCCC1,4,-14,3,-14,2,14,-7,-1.6,2,0
CC1CCc2ccccc2N1CC(=O)Nc1cccc(S(=O)(=O)N2CCCC2)c1 (configuration not stated),1,15,6,-18,-12,-15,-6,1.1,-4,-2
Cn1c(=O)n(C)c2cc(NC(=O)c3cc4ccccc4o3)ccc21,-4,62,1,1,46,-62,-5,-1.0,-12,.
O=C(O)Cn1nnnc1SCC(=O)Nc1ccc(OC(F)(F)F)cc1,-3,-15,-3,-14,3,15,1,0.9,3,.
Nn1c(SCC(=O)NCCC2=CCCCC2)nnc1C1CCCCC1,1,0,4,-11,-2,0,-2,-0.2,-4,1
C/C(=N\NC(=O)C1CC1(C)c1ccccc1)c1ccco1 (configuration not stated),-2,-34,-2,21,1,34,-2,-1.5,2,1
N#Cc1cncc(C#Cc2ccccc2)c1,.,2,-1,-21,38,-2,-1,-0.8,10,1
O=C(O)c1c(NC(=O)c2cccc3ccccc23)sc2c1CCC2,5,-20,0,-8,.,20,1,0.7,0,-6
O=C(CS(=O)(=O)c1cn(Cc2ccc(F)cc2)c2ccccc12)N1CCOCC1,-5,-16,7,-13,.,16,16,-1.4,-10,-1
Cc1cccc(C)c1NC(=O)C(=O)NCCc1c[nH]c2ccccc12,34,-1,0,7,-8,1,4,-1.9,-6,-1
Cc1[nH]n(-c2ccccc2)c(=O)c1N=Nc1nccs1,8,-13,-5,17,.,13,-1,0.6,2,.
Cc1ccc(C(=O)OC(C(=O)Nc2ccc(Cl)cc2C(F)(F)F)c2ccccc2)cc1 (configuration not stated),-2,8,3,-5,1,-8,6,-5.7,-4,-5
COc1cccc(CNC(=O)c2ccc(S(=O)(=O)N3CCCC3)cc2)c1,7,17,3,-1,7,-17,-1,-1.5,-3,.
CC1(C)Cc2c(sc3nc(-c4ccccc4)n(N)c(=O)c23)CO1,5,11,3,-5,14,-11,-2,-1.5,-4,.
Cc1noc(C)c1CSCC(=O)NCCN1C(=O)S/C(=C\c2ccccc2F)C1=O,4,-20,-1,-6,-7,20,-7,-0.3,-7,-1
CC(C)C(=O)NC(NC(=S)Nc1cccc2cccnc12)C(Cl)(Cl)Cl (configuration not stated),18,74*,5,0,-12,-74,4,0.6,0,7

# Random draw from the library; 4.4% or so of the library scored in one or more.
